Screens deposited in PubChem BioAssay by National Center for Advancing Translational Sciences (NCATS).
HepG2 viability: qHTS for Inhibitors of TGF-b: Cytotox Counterscreen; HepG2 CAGA-GFP viability, ATP luminescence, 18 h; Potency, µM (titrated, usually from 46.1 µM), for the others: top-dose activity change, negative = cytotoxicity, actives largely listed as cytotoxic; hit rate 0.76% among 410,000; note: potency is the fitted concentration of half-maximal effect; some results filed as inactive show a strong effect at the top dose
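CellTiter-Glo luminescence gave cytotoxicity after 18 hours at 37 degrees C. The cells were HepG2 CAGA-GFP in 1% FBS DMEM, stimulated with 500 pg/mL TGF-beta after compound addition. %Activity was normalised to no-cell wells (complete cell-killing) and DMSO (no toxicity), and curves were fitted and classified.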
Nrf2 activator: qHTS of Nrf2 Activators | Potency, µM (doses to about 46.1 µM), for the others: at the highest dose activation, hits mostly activators | hit rate 0.31% among 410,000 | AID 624171, 2012 | AREc32 ARE-luciferase reporter (MCF7-derived line), luminescence, 24 h; note: potency is the fitted concentration of half-maximal effect; % of control where 0% means no effect; nearly all actives have a fitted effect of over 65% in size
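Nrf2 activation is followed as ARE-luciferase induction in the AREc32 line after one day of compound treatment; luminescence is read with Steady-Glo.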
ATXN viability: Viability Counterscreen for Primary qHTS for Inhibitors of ATXN expression | S2 cells (HEK-293 line with an ATXN2-luciferase reporter) viability, CellTiter-Fluor protease fluorescence, 24 h | Potency, µM (top dose mostly 56.7 µM), most hits filed as cytotoxic | hit rate 0.49% among 400,000 | AID 651635, 2014; note: potency is the fitted concentration of half-maximal effect; nearly all actives have a fitted effect of over 40% in size
TGFb inhibitor: qHTS for Inhibitors of TGF-b; AID 588855, 2011; Potency, µM (top dose mostly 46.1 µM), inactives show top-dose activity, negative = inhibition, hits mostly inhibitors; HepG2 CAGA-GFP TGF-b/SMAD3 reporter, GFP fluorescence, 18 h; TGF-beta stimulated, 500 pg/mL final; hit rate 1.2% among 410,000; note: potency is the fitted concentration of half-maximal effect; % is set by controls: 0 for no effect and ±100 for the full control effect; nearly all actives have a fitted effect of over 65% in size
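TGF-beta reporter screen: HEPG2 CAGA-GFP, 1% FBS, 500 pg/mL TGF-beta final, 18 h; per-cell GFP summed per well; curves fitted and categorized by class.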
MCF10A rerep: A quantitative high throughput screen for small molecules that induce DNA re-replication in MCF 10a normal breast cells; Potency, µM (top dose mostly 46.1 µM), inactives show at the highest dose activity, positive = re-replication, usual class: activators; AID 624296, 2012; hit rate 2.9% among 350,000; MCF 10A DNA re-replication, Hoechst nuclear intensity, 48 h; note: potency is the fitted concentration of half-maximal effect; % of control where 0% means no effect; nearly all actives have a fitted effect of over 50% in size
ATXN2 expr inh: Primary qHTS for Inhibitors of ATXN expression. Potency, µM (top dose mostly 57 µM), for the others: at the top dose activity change, negative = inhibition, actives largely listed as inhibitors. hit rate 0.72% among 360,000. HEK-293 ATXN2-luciferase reporter, luminescence, 24 h; note: potency is the fitted concentration of half-maximal effect; % is set by controls: 0 for no effect and ±100 for the full control effect; nearly all actives have a fitted effect of over 55% in size
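ATXN2-luciferase reporter cells (luciferase flanked by upstream and downstream ATXN2 gene portions) were treated 24 h at 37 °C with compounds at up to 57 uM. SteadyGlo luminescence gave expression; GF-AFC fluorescence gave viability.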
A549 tox: Nrf2 qHTS screen for inhibitors: counterscreen for cytotoxicity; A549 ARE-Fluc cells, CellTiter-Fluor viability, 18-24 h; Potency, µM (series often up to 46 µM), for the others: at the top dose activity change, negative = cytotoxicity, actives largely listed as inhibitors; hit rate 0.16% among 390,000; AID 504648, 2011; note: potency is the fitted concentration of half-maximal effect; % is set by controls: 0 for no effect and ±100 for the full control effect
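A549 ARE_Fluc cells in 5% FBS OPTI-MEM were exposed to compounds in concentration-response for 18-24 h at 37 deg C. Viability was read by CellTiter-Fluor fluorescence (Ex 405/Em 525) after 30 min, before the luciferase read.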
IL-1B inflam inh: qHTS for Inhibitors of Inflammasome Signaling: IL-1-beta AlphaLISA Primary Screen. hit rate 4.7% among 360,000. THP-1 LPS/ATP IL-1B secretion, AlphaLISA, 16 h; active compounds read low. activity change, % at 57.5 µM; in the data active = activity change below about -50%; inconclusive = mostly about -30% to -49%; note: % is set by controls: 0 for no effect and ±100 for the full control effect
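Secreted IL-1B measured by AlphaLISA bead assay after 16 h compound exposure of THP-1 cells; compounds (final up to 57.5 uM) added 1 h before LPS (250 ng/mL) and ATP (1.25 mM) stimulation; lower signal means less secretion.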
Nrf2 block: Nrf2 qHTS screen for inhibitors; A549 ARE-Fluc reporter, luciferase luminescence, 18-24 h; hit rate 2.1% among 360,000; Potency, µM (titrated, usually from 46 µM), without a hit: at the highest dose activity change, negative = inhibition, hits mostly inhibitors; note: potency is the fitted concentration of half-maximal effect; % is set by controls: 0 for no effect and ±100 for the full control effect; nearly all actives have a fitted effect of over 60% in size
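Quantitative HTS in A549 cells stably bearing an antioxidant response element-firefly luciferase construct. Inhibition of Nrf2-driven transcription was scored by luminescence after 18-24 h of compound exposure at 37 °C.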
Active calls of the source: *; i = inactive; ? = inconclusive; / = not tested or not shown; [ ] = remark or other dose. Unless noted, calls come from the whole dose curve; as a rule, active = well fitted curve in the direction sought with a large enough effect; inconclusive = small, poorly fitted or top-dose-only effect, or another doubt; inactive = no such curve, though single readings can be large; an effect the other way counts as inactive or inconclusive.

1: Cc1ccc(CCNC(=O)c2cc3c(s2)-c2c(C)cccc2OC3)cc1
2: COC(=O)Cc1coc2cc(OC)ccc12
3: Cc1ccc2nc(SCCCCOc3ccccc3)[nH]c2c1
4: Cc1sc2ncnc(NCC(c3ccccc3)N(C)C)c2c1C (stereo unspecified)
5: Cn1c(=O)c2c(nc(NCc3ccco3)n2Cc2ccccc2Cl)n(C)c1=O
6: C[C@H]1CN([C@@H](C)CO)C(=O)c2cccc(NC(=O)c3ccncc3)c2O[C@H]1CN(C)C(=O)Nc1ccccc1
Compound | 1 | 2 | 3 | 4 | 5 | 6
HepG2 viability | 6.2% | -12.2% | -27.2% | -7.7% | -15.9% | -14.3%
Nrf2 activator | 0.0% | -0.3% | 0.6% | 2.6% | -0.8% | 0.0%
ATXN viability | i | i | i | i | i | i
TGFb inhibitor | 10.1% | 16.6% | ? | -13.2% | 0.0% | -6.1%
MCF10A rerep | / | 0.7% | ? | 9.6% | -4.2% | -0.4%
ATXN2 expr inh | 10.7% | 8.9% | -13.6% | -19.1% | -1.3% | 8.9%
A549 tox | -6.4% | 0.5% | 0.7% | -2.5% | -3.3% | -4.5%
IL-1B inflam inh | / | 35.3 | 3.1 | ? | -9.9 | 0.0
Nrf2 block | ? | 5.0% | -24.4% | 1.7% | -6.9% | 0.8%

7: c1cncc(C(c2nnnn2C2CCCC2)N2CCN(Cc3ccc4c(c3)OCO4)CC2)c1 (stereo unspecified)
8: CCc1ccc(NC(=O)N2CCN(C(=O)C3CCCO3)CC2)cc1 (stereo unspecified)
9: C[C@H](CO)N1C[C@H](C)[C@@H](CN(C)S(=O)(=O)c2ccccc2)Oc2ccc(NC(=O)C3CC3)cc2C1=O
10: COc1ccccc1CCNC(=O)c1nccnc1C(=O)O
11: Cc1nonc1C(=O)N/N=C/c1ccc(O)cc1
12: COc1ccc(NC(=O)C2CCN(S(=O)(=O)c3cccc4nonc34)CC2)c(OC)c1
Compound | 7 | 8 | 9 | 10 | 11 | 12
HepG2 viability | -4.9% | -0.3% | -7.8% | -2.6% | -3.4% | -9.3%
Nrf2 activator | -0.6% | -0.5% | 2.3% | -0.3% | 4.1% | -0.4%
ATXN viability | i | i | i | i | i | i
TGFb inhibitor | 9.3% | -1.0% | 7.1% | -12.8% | 16.9% | -13.6%
MCF10A rerep | 3.3% | -2.6% | -20.6% | -1.3% | -2.6% | -0.6%
ATXN2 expr inh | 0.1% | 11.2% | -15.8% | -1.9% | 20.3% | 10.7%
A549 tox | 14.8% | -2.6% | -1.7% | -6.1% | -3.6% | 12.6%
IL-1B inflam inh | -10.9 | 6.7 | -4.2 | -1.1 | 4.8 | -11.8
Nrf2 block | -3.2% | 1.2% | -8.4% | 0.2% | ? | 2.7%

Shown with values under each structure: part of the list above.
Values run as follows: HepG2 viability, Nrf2 activator, ATXN viability, TGFb inhibitor, MCF10A rerep, ATXN2 expr inh, A549 tox, IL-1B inflam inh, Nrf2 block
[9] C[C@H](CO)N1C[C@H](C)[C@@H](CN(C)S(=O)(=O)c2ccccc2)Oc2ccc(NC(=O)C3CC3)cc2C1=O
→ -7.8%, 2.3%, i, 7.1%, -20.6%, -15.8%, -1.7%, -4.2, -8.4%
[10] COc1ccccc1CCNC(=O)c1nccnc1C(=O)O
→ -2.6%, -0.3%, i, -12.8%, -1.3%, -1.9%, -6.1%, -1.1, 0.2%

Of the compounds above, 2 contain a furan ring, fused or not:
2: COC(=O)Cc1coc2cc(OC)ccc12
5: Cn1c(=O)c2c(nc(NCc3ccco3)n2Cc2ccccc2Cl)n(C)c1=O
Compound | 2 | 5
HepG2 viability | -12.2% | -15.9%
Nrf2 activator | -0.3% | -0.8%
ATXN viability | i | i
TGFb inhibitor | 16.6% | 0.0%
MCF10A rerep | 0.7% | -4.2%
ATXN2 expr inh | 8.9% | -1.3%
A549 tox | 0.5% | -3.3%
IL-1B inflam inh | 35.3 | -9.9
Nrf2 block | 5.0% | -6.9%

Additional structures:
13: CC1(Cc2ccc(C(F)(F)F)o2)C(=O)Nc2cc(-c3ccc(F)cc3F)ccc21 (stereo unspecified)
14: COCCOC(=O)C1=C(C)NC(=O)NC1c1cccc(F)c1 (stereo unspecified)
15: CC(C)c1cccc(C(C)C)c1NC(=O)CN1C(=O)NC2(CCCCCCC2)C1=O
16: COC(=O)C(C(=O)OC)C(C[N+](=O)[O-])c1ccc(O)c(OC)c1 (stereo unspecified)
17: CCOC(=O)Cc1[nH]nc2c1C(c1cc(OC)ccc1OC)C(C#N)=C(N)O2 (stereo unspecified)
18: Cc1ccc(C(=O)O)cc1NC(=S)NC(=O)c1ccc([N+](=O)[O-])c(C)c1
Compound | 13 | 14 | 15 | 16 | 17 | 18
HepG2 viability | 20µM* | 6.9% | -1.5% | 25.7% | -18.6% | -0.5%
Nrf2 activator | -3.7% | 0.0% | -0.6% | 1.5% | -0.6% | 0.3%
ATXN viability | ? | i | i | i | i | i
TGFb inhibitor | ? | -8.9% | 5.5% | -19.4% | 0.0% | 2.4%
MCF10A rerep | / | -1.8% | 3.2% | 1.4% | -15.3% | -12.1%
ATXN2 expr inh | ? | 0.7% | -2.2% | 7.7% | -8.8% | -19.2%
A549 tox | / | 1.6% | -6.7% | -14.3% | -3.0% | -0.9%
IL-1B inflam inh | -64.3* | 8.9 | -3.4 | -1.4 | -5.5 | 50.1
Nrf2 block | / | 2.7% | 2.5% | -27.8% | / | 14.5%

Down the list, quoted from above:
Nrf2 activator, compounds 13 to 18 → -3.7%, 0.0%, -0.6%, 1.5%, -0.6%, 0.3%

IL-1B inflam inh: hit marks shown above.
entry | compound | Nrf2 activator | TGFb inhibitor | IL-1B inflam inh | Nrf2 block
13 | CC1(Cc2ccc(C(F)(F)F)o2)C(=O)Nc2cc(-c3ccc(F)cc3F)ccc21 (stereo unspecified) | -3.7% | ? | -64.3* | /

Next section:
19: COc1ccc(NC(=O)c2cc(C)no2)cc1OC
20: O=C(COc1ccc2c3c(c(=O)oc2c1)CCCC3)NC(Cc1ccc(Cl)cc1)C(=O)O (stereo unspecified)
21: Cc1ccc(N2CCN(S(=O)(=O)c3nnc(NC(=O)c4ccco4)s3)CC2)cc1
22: COc1ccc(-c2nn(-c3ccccc3)cc2C(=O)N(C)CC(=O)Nc2cccc(F)c2)cc1
23: COc1ccc(Cn2c(SCC#N)nc3ccc(N4CCOCC4)cc3c2=O)cc1
24: COc1ccc(-c2cc(C(=O)N3CCN(c4ccccc4)CC3)c3ccccc3n2)cc1OC
25: CN(CCCNC(=O)c1cc2c(=O)n(C)c3ccccc3c2s1)Cc1ccccc1
26: O=S1(=O)C2CC3C=CC2(CN1Cc1cccc(F)c1)O3 (stereo unspecified)
Compound | 19 | 20 | 21 | 22 | 23 | 24 | 25 | 26
HepG2 viability | 2.4% | -19.5% | 6.6% | -38.5% | -1.8% | -18.6% | -25.2% | -4.6%
Nrf2 activator | 6.0% | 0.3% | 0.3% | -0.9% | 7.8% | 4.4% | 8.8% | /
ATXN viability | i | i | / | ? | / | i | ? | /
TGFb inhibitor | 0.0% | 1.3% | -1.6% | ? | 22.4% | -6.3% | -4.7% | -15.9%
MCF10A rerep | -0.6% | 1.8% | 3.5% | -3.7% | 20.6µM* | 13µM* | / | /
ATXN2 expr inh | -2.2% | -6.3% | -6.4% | / | 61.4%[activator] | 4.3% | -19.2% | /
A549 tox | -2.6% | 8.5% | 2.0% | 6.2% | 2.6% | -8.7% | -14.4% | -2.0%
IL-1B inflam inh | -0.5 | -9.8 | 22.3 | -24.7 | -10.5 | -20.4 | / | /
Nrf2 block | 7.5% | -9.6% | 10.8% | -3.9% | ? | / | -6.1% | 6.8%
